STAT3 inh: STAT3 signaling inhibition; U3A cells, IL-6 STAT3-luciferase reporter, luminescence; host cell line lacks STAT1; inhibition, % at 5.5 µM; actives 0.89% (n = 190,000); AID 862;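 active means inhibition above the mean inhibition across all screened compounds plus 3 SD, cut at about 44% in these data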;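 further: 0% = DMSO only wells and 100% = 100 µM nifuroxazide control wells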
APP 5'UTR act: activates APP 5'UTR luciferase reporter; SH-SY5Y APP 5'UTR luciferase reporter, luminescence; zero percent = DMSO vehicle wells; activation, % at 2 µM; actives 1% (n = 190,000);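 active means activation above a set limit, based on mean plus 3 SD of controls, cut at about 140% in these data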; further: values of inactives mirror those of a sister screen read the other way
STAT1 inh: reduces IFN-gamma driven STAT1 reporter signal. NIH 3T3 STAT1-luciferase reporter, luminescence. actives 0.35% (n = 200,000). inhibition, % at 5.5 µM;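 active means inhibition above a set limit, the mean inhibition across all tested compounds plus 3 SD, cut at about 34% in these data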;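 further: 0% = IFN-gamma with DMSO and 100% = IFN-gamma with 300 µM nifuroxazide; values of inactives mirror those of a sister screen read the other way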
Hsp70 activator: switches on Hsp70 transcription; HeLa Hsp70 promoter luciferase reporter, luminescence; scaled: vehicle 0, proteasome-inhibitor control 100%; activation, % at 10 µM; actives 0.04% (n = 200,000); AID 1203;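 active means activation above the mean across all tested compounds plus 3 SD, cutoff set per campaign, cut at about 5.5% in these data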;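 further: 100% = MG132 at 30 µM as the positive control and 0% = DMSO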
STAT1 activator: STAT1 signaling activation | NIH 3T3 STAT1-luciferase reporter, IFN-gamma, luminescence; 100% = IFN-gamma alone, no compound | activation (% of control), % at 5.5 µM | actives 2.6% (n = 200,000) | AID 932;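 active means activation above the screen-wide mean activation plus 3 SD, cut at about 130% in these data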;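 further: raw ratio to IFN-gamma control signal so 100% means no change and 0% no light; values of inactives mirror those of a sister screen read the other way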
HMGR II inh: blocks class II HMG-CoA reductase of Enterococcus faecalis; inhibition, % at 10 µM; AID 1066; purified E. faecalis HMGR, NADPH absorbance 340 nm kinetic; actives 0.41% (n = 190,000);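 active means inhibition above a set limit, the median over all tested compounds plus 3 SD, cut at about 9.5% in these data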;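 further: enzyme runs in reverse so mevalonate oxidation gives rising NADPH absorbance; 0% = complete reaction with DMSO and 100% = background rate lacking mevalonate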
TLR4 MyD88 comp: TLR4-MyD88 interaction inhibition in cells; O00206+Q99836; HeLa CL3-4 TLR4/MyD88 BLA complementation, FRET ratio; inhibition, % at 8.4 µM; actives 0.18% (n = 200,000); AID 861; in the data active means inhibition above about 25%;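 further: 0% = vehicle and 100% = reference inhibitor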
Target sequence (O00206 whole entry, looked up): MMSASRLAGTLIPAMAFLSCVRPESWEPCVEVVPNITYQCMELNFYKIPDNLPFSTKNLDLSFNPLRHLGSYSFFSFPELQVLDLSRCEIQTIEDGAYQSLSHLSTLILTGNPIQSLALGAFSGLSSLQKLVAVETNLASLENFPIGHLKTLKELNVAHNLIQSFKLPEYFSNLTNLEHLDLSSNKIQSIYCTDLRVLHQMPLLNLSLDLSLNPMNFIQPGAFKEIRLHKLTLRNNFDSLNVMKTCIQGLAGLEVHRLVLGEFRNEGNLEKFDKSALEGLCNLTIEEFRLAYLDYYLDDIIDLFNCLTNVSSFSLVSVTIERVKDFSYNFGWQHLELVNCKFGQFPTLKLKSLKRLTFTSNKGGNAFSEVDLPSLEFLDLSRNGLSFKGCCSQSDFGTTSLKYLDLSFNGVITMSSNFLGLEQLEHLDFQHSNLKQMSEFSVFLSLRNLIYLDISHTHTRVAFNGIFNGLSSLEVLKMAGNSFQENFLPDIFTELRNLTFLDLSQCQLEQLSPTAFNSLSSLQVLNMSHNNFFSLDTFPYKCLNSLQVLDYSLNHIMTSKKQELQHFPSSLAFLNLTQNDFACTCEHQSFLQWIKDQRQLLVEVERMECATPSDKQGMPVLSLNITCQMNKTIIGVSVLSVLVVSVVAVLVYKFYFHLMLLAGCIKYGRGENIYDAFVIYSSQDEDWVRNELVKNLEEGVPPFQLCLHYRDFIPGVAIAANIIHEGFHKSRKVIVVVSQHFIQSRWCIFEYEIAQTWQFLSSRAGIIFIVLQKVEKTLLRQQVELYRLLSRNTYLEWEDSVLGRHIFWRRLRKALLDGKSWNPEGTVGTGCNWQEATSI
Target sequence (Q99836 whole entry, looked up): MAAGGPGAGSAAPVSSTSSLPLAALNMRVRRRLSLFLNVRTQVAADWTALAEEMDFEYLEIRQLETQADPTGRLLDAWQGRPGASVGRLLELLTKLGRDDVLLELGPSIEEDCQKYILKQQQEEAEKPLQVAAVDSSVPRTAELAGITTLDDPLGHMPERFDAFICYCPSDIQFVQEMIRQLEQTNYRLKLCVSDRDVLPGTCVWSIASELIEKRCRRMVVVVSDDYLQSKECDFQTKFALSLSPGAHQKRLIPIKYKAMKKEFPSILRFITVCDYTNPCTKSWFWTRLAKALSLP
STAT3 activator: activators of IL-6 induced STAT3 signaling; U3A cells, IL-6 STAT3-luciferase reporter, luminescence; 100% = signal with IL-6 EC80 alone; actives 0.91% (n = 190,000); activation (% of control), % at 5.6 µM;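 active means activation above the screen-wide mean of compound activation plus 3 SD, cut at about 130% in these data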;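 further: 0% = background luminescence of wells with medium and substrate only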
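System – human U3A cells carrying STAT3-luciferase construct · Probe or stimulus – Interleukin-6, 33 ng/mL · Schedule – compound 1 h, then IL-6 6 h at 37 °C · Signal – luminescence from STAT3-driven luciferase reporter · Evaluation – percent of IL-6-only median luminescence · Benchmarks – IL-6-only high control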
Redox H2O2 prof: compounds producing H2O2 with reducing agent – biochemical, NIH compound library profiling, artefact control for MLSCN library redox annotation, primary screen. activation, % at 10 µM. actives 0.03% (n = 200,000). DTT-dependent redox cycling H2O2, phenol red/HRP absorbance; 100% = 100 µM peroxide control, 0% = buffer. AID 878;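 active means activation of at least 50% relative to the plate's high and low controls in the primary single-dose screen; inactive means activation below 50%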;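 further: compound incubated with DTT at 0.8 mM final as the reducing agent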
NF-kB expr up: raises NF-kB expression in human neuronal cells; NF-kB reporter expression; hits give high values; actives 1.6% (n = 190,000); fold change at 12.5 µM; in the data active means fold change above about 3.3
Numbers without * were called inactive; . = not tested or not shown.

cpd	smiles	Redox H2O2 prof	TLR4 MyD88 comp	STAT1 activator	STAT1 inh	APP 5'UTR act	STAT3 inh	NF-kB expr up	Hsp70 activator	HMGR II inh	STAT3 activator
1	Cc1cc(C)nc(N2CCCC(C(=O)Nc3nnc(C(C)(C)C)s3)C2)n1 (configuration not stated)	0.3	-10	99	0	-12	10	0.92	-0.4	-2	96
2	CCc1nnc(NC(=O)c2sc3nc4c(cc3c2N)CCCCC4)s1	-0.5	11	155*	-61	70	-6	3.4*	0.0	-6	106
3	COc1cccc(CNC(=O)CCC2CCCN(C(=O)c3ccoc3C)C2)c1 (configuration not stated)	0.8	-6	105	-8	-7	12	1.1	-0.2	0	94
4	FC(F)(F)c1nc(N2CCCC2)ncc1-c1nnnn1-c1ccc(Cl)cc1	0.0	-1	82	19	27	22	0.69	-0.2	-8	87
5	COc1ccc(N2C(=O)CSC2c2ccc3c(c2)OCO3)c(OC)c1 (configuration not stated)	2.0	3	99	-1	-11	2	0.96	-0.4	-4	102
6	CC1(C)Cc2ccccc2-c2nnc(-c3ccco3)n21	0.4	-11	95	6	7	6	1.2	-0.2	-2	95
7	COc1cc(S(=O)(=O)N2CCCCCC2)c(OC)cc1Br	6.1	-1	99	1	-4	3	1.3	-0.2	-5	100
8	Cc1nc2ccc(NC(=O)N3CCN(c4ccccn4)CC3)cc2s1	1.9	-12	101	-1	6	11	0.85	-0.2	-4	94
9	C=CCN(CC=C)CCOc1cccc2ccccc12	0.2	-18	100	-1	5	-14	0.96	-0.1	3	109
10	Cc1ccc(-n2c(SCC(=O)Nc3nccs3)nc3c(c2=O)SCC3)cc1	-0.1	5	98	1	-6	9	1	-0.4	-7	98
11	O=C(c1ccco1)N1CCN(Cc2cccc(F)c2)CC1	1.0	15	98	3	7	4	1.2	-0.1	-6	100
12	CC(C)(C)Cc1nc(-c2ccccn2)no1	1.4	6	118	-20	36	-11	0.48	0.2	1	111
13	Cc1sc(NC(=O)c2ccco2)c(CN2CCN(c3ccc(F)cc3)CC2)c1C	0.0	-2	106	-6	-1	1	1.1	-0.3	-4	106
14	Cn1c(SCCC#N)nnc1-c1ccccc1F	-1.2	-2	95	4	22	2	1.2	0.1	-4	100
15	Cn1c(=O)c2c(nc(SCC(=O)N3CCCCCC3)n2C)n(C)c1=O	2.6	-11	92	9	-1	7	1	-0.4	-2	96

(cont.)
cpd	smiles	Redox H2O2 prof	TLR4 MyD88 comp	STAT1 activator	STAT1 inh	APP 5'UTR act	STAT3 inh	NF-kB expr up	Hsp70 activator	HMGR II inh	STAT3 activator
16	CCCN1C(=O)C(NS(=O)(=O)c2ccc(N)cc2)(C(F)(F)F)C(C(=O)OC)=C1C (configuration not stated)	2.0	-7	99	1	-8	-1	1.1	-0.2	-1	101
17	O=C(O)C1C2C=CC(C2)C1C(=O)NCc1cccnc1 (configuration not stated)	1.9	-2	98	2	11	-3	1.9	-0.3	-7	106
18	CCc1ccc(C(=O)COC(=O)c2cnccn2)cc1	0.0	-8	110	-8	-9	4	1.1	-0.2	-2	97
19	O=C(Nc1ccccc1-c1ccccc1)C1CCC1	-0.3	-10	96	3	-9	6	0.57	-0.3	-4	100
20	O=C(NCCc1ccccc1)c1cc2sccc2n1Cc1ccccc1	1.2	-6	104	-4	-8	-5	1.2	-0.1	2	108
21	COc1ccc(/C=C2\SC(=S)N(CC(=O)NNC(=O)c3ccncc3)C2=O)cc1	-0.1	7	103	-4	5	0	1.2	-0.3	-2	103
22	Cc1ccccc1N(C(=O)Cc1cccs1)C(C(=O)NC1CCCCC1)c1cn(C)nc1C (configuration not stated)	0.0	-3	96	4	.	-6	1.1	-0.3	2	105
23	CCC(=O)N1CCc2cc(Br)cc(S(=O)(=O)N3CCN(C(=O)c4ccco4)CC3)c21	-0.5	6	94	5	11	-2	1.1	-0.4	1	106
24	CC(=O)Nc1ccc(NC(=O)CCn2c(=S)oc3ccccc32)cc1	-0.6	-18	105	-4	-15	10	1.1	-0.2	-3	95
25	CCOc1ccc2nc(/N=C/c3nc(-c4ccccc4)oc3O)sc2c1	0.5	5	104	-5	22	5	1.2	0.0	-3	98
26	Cc1cccc2nc(CSc3nc4ccccc4[nH]3)cn12	-0.6	9	111	-11	6	13	1.3	-0.1	-8	91
27	Cc1c(N=Cc2c(O)n(C)c(=O)c3ccccc23)c(=O)n(-c2ccccc2)n1C	2.3	7	107	-8	-18	21	0.82	0.1	-1	92
28	Cc1ccc(-c2nsc3c(N4CCC(C(N)=O)CC4)ncnc23)cc1	0.2	7	104	-3	142*	-12	1.7	0.1	-4	114
29	O=C(NCCOc1ccccc1)c1ncn[nH]1	2.6	-8	103	-3	-4	1	1.1	-0.1	0	98
30	N#CC12CCCCC1CC1CCCCC1(C#N)N2CCO (configuration not stated)	2.3	4	100	0	2	17	0.85	-0.2	-3	95

In the list so far, 3 contain two or more sulfur atoms.
cpd	smiles	Redox H2O2 prof	TLR4 MyD88 comp	STAT1 activator	STAT1 inh	APP 5'UTR act	STAT3 inh	NF-kB expr up	Hsp70 activator	HMGR II inh	STAT3 activator
2	CCc1nnc(NC(=O)c2sc3nc4c(cc3c2N)CCCCC4)s1	-0.5	11	155*	-61	70	-6	3.4*	0.0	-6	106
10	Cc1ccc(-n2c(SCC(=O)Nc3nccs3)nc3c(c2=O)SCC3)cc1	-0.1	5	98	1	-6	9	1	-0.4	-7	98
21	COc1ccc(/C=C2\SC(=S)N(CC(=O)NNC(=O)c3ccncc3)C2=O)cc1	-0.1	7	103	-4	5	0	1.2	-0.3	-2	103

The listing picks up, starting 4 compounds before the break.
cpd	smiles	Redox H2O2 prof	TLR4 MyD88 comp	STAT1 activator	STAT1 inh	APP 5'UTR act	STAT3 inh	NF-kB expr up	Hsp70 activator	HMGR II inh	STAT3 activator
27	Cc1c(N=Cc2c(O)n(C)c(=O)c3ccccc23)c(=O)n(-c2ccccc2)n1C	2.3	7	107	-8	-18	21	0.82	0.1	-1	92
28	Cc1ccc(-c2nsc3c(N4CCC(C(N)=O)CC4)ncnc23)cc1	0.2	7	104	-3	142*	-12	1.7	0.1	-4	114
29	O=C(NCCOc1ccccc1)c1ncn[nH]1	2.6	-8	103	-3	-4	1	1.1	-0.1	0	98
30	N#CC12CCCCC1CC1CCCCC1(C#N)N2CCO (configuration not stated)	2.3	4	100	0	2	17	0.85	-0.2	-3	95
31	c1ccc2[nH]c(CSc3nc4ccccc4s3)nc2c1	2.3	7	90	11	29	11	0.95	-0.3	0	94
32	CCOc1ccc(-c2nnn(CC(=O)NCc3ccco3)n2)cc1OCC	0.9	4	95	3	-15	-9	1.1	0.1	-6	109
33	CCC(O)c1cc2c(cc1NC(=O)c1ccc(C)cc1)OCCO2 (configuration not stated)	0.8	-17	101	-1	27	-24	1.4	-0.6	-3	122
34	O=C(O)CCCC(=O)Nc1cccc([N+](=O)[O-])c1	-0.9	-24	97	1	0	-4	1.1	-0.2	1	105
35	CC(=O)Nc1ccc(S(=O)(=O)NCc2csc(C)n2)cc1	1.1	-12	95	5	22	-1	1.2	-0.3	-4	104
36	Cc1sc(CO)c(Sc2ccccc2)c1C(=O)O	1.7	-3	100	0	1	-6	1.2	0.7	0	107
37	CSc1nc(C)cc(OCC(=O)n2nc(C)cc2C)n1	1.4	-8	102	-2	10	-8	1.1	-0.4	-6	107
38	CC(C)CC(=O)/C=C/n1c(=S)oc2ccccc21	-0.1	2	99	1	-43	4	2	0.6	1	100
39	Clc1ccc2nc3c4ccccc4cnn3c2c1	-0.1	-4	166*	-75	217*	-13	8*	-0.1	-3	120
40	Cc1cccc(NC(=O)/C(=C/c2cccc([N+](=O)[O-])c2)NC(=O)c2cccs2)c1	0.7	-4	94	6	6	3	1.2	-0.4	-6	93
41	O=C(CCCSc1nc2ccccc2s1)NC1=NCCS1	2.0	6	97	3	-5	-8	0.83	-0.2	-9	111
42	N#CCCN(C1CCCCC1)S(=O)(=O)CCOc1ccccc1	-3.0	9	94	8	-11	9	1	-0.2	2	98
43	COc1cc(C(=O)OC(C)C(=O)NCC2CCCCC2)cc(NC(=O)c2ccco2)c1OC (configuration not stated)	2.3	-1	101	-1	-1	3	0.87	0.0	-5	101
44	C=CCn1c(C2CC2)n[nH]c1=S	-1.8	10	103	-5	34	10	0.96	-0.2	-3	97
45	Cc1ccc(CSc2nc3[nH]ncc3c(=O)[nH]2)cc1	-0.6	-5	113	-15	53	3	1.5	0.0	-2	100

Additional compounds follow.
cpd	smiles	Redox H2O2 prof	TLR4 MyD88 comp	STAT1 activator	STAT1 inh	APP 5'UTR act	STAT3 inh	NF-kB expr up	Hsp70 activator	HMGR II inh	STAT3 activator
46	C=CCn1c(Cc2csc(N)n2)nnc1SCC(=O)Nc1ccc(C(=O)OCC)cc1	7.2	5	103	-3	-11	4	1	-0.3	-8	99
47	Cc1cccc(NC(=O)c2cc(-c3ccc(C)s3)nc3ccccc23)n1	-0.5	18	95	5	6	9	0.43	-0.1	-13	96
48	CCn1ccnc1CN(C)Cc1nc(-c2ccc3c(c2)OCO3)no1	-1.2	-20	118	-22	14	3	2	-0.2	-5	102
49	C=CCN1CCN(C(c2cc(OC)ccc2OC)c2nnnn2CC2CCCO2)CC1 (configuration not stated)	2.2	-19	97	3	-3	-9	0.96	-0.6	-20	110
50	OCCN=c1cc(-c2ccccc2)oc2ccc(Cl)cc12	2.0	-10	127	-29	43	11	0.96	0.6	2	94
51	COC(=O)c1ccc(NC(=O)C2CC(=O)N(c3ccc(C)cc3)C2)cc1 (configuration not stated)	0.6	10	111	-11	5	0	1.2	-0.2	-1	104
52	Cn1c(-c2ccc(F)cc2)cnc1SCC(=O)Nc1ccccc1N1CCOCC1	3.2	-8	123	-25	12	2	1.6	-0.2	-4	102
53	COc1cccc(-c2nnc(SCC(=O)N3CCCC3=O)n2-c2ccccc2)c1	-1.5	-10	99	1	2	5	0.98	0.2	-4	101
54	O=C(Nc1ccon1)c1cccc(Cl)c1	4.4	-11	106	-6	3	16	1.2	-0.3	-1	90
55	CCc1ccc2[nH]c(=O)c(CN(Cc3ccc(OC)cc3)Cc3nnnn3CCOC)cc2c1	0.3	-10	97	3	-19	3	0.79	-0.3	0	103
56	CC(C)CNC(=O)C1c2ccccc2Oc2ccccc21	-0.8	-3	102	-4	0	-1	0.89	-0.3	-1	103
57	O=C1CCCCCCC1Sc1ccccc1[N+](=O)[O-] (configuration not stated)	1.2	-11	94	6	27	4	0.95	-0.3	-2	100
58	CCOC(=O)c1ccc(NC(=O)c2nccnc2C(=O)O)cc1	-0.4	-8	93	8	14	8	1.2	-0.2	-2	101
59	Nc1nnnn1/N=C/c1ccccc1OCc1ccccc1	1.3	-1	110	-10	5	25	1	0.0	-2	81
60	Cc1cc2cc(CN(CC3CCCO3)C(=O)c3cnccn3)c(=O)[nH]c2cc1C (configuration not stated)	2.7	-3	100	0	17	7	0.81	-0.2	-7	97

This is a random part of the collection; 5.6% or so of the library scored in one or more.
